Pf Dd2 growth: inhibitors of Plasmodium falciparum Dd2 growth; P. falciparum Dd2 growth, SYBR Green, 72 h; Potency, µM (series often up to 28.9 µM), for the others: at the highest dose activity, negative = inhibition, most hits filed as inhibitors; 4.3% of 120,000 active; AID 1347417; active = well fitted inhibition curve with a large enough effect; inconclusive = small, poorly fitted or top-dose-only effect; inactive = no such curve, though single readings can be large or run the other way;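 also: plate controls were DMSO vehicle for no effect and reference drug for full effect; nearly all actives have a fitted effect of over 65% in size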
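Readout: SYBR Green fluorescence, 485 nm excitation, 535 nm emission, after ~16 h lysis at 37C. Before that, Dd2-infected red cells (2.5% hematocrit) grew 72 h with compound, 29 uM top final concentration.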
Active calls of the source: *; i = inactive; ? = inconclusive; [ ] = another dose, or the depositor's remark. Potency is read from the fitted curve at half-maximal effect. These rows are one share of the data, so the mix of outcomes need not match the whole.

SMILES | Pf Dd2 growth
C[C@H]1[C@@H]2[C@@H](O)C([C@H](C)C(=O)N(C)Cc3cccnc3)CC[C@@]2(C)CC[C@@H]1NC(=O)C1CCCCC1 (stereo partly specified) | ?
CCN1C(=O)CCN(CC2CCCCC2)CC12CCOCC2 | 3.55µM*
O=C(c1cc(Cl)ccc1F)N1C[C@@H](CO)[C@H](c2ccncc2)C1 | 2.4%
Cc1cccc(NC(=O)c2cc3n(n2)CC(c2ccc(Cl)cc2)OC3)c1 (stereo unspecified) | i
CCNC(=O)N1[C@H]2CC[C@@H]1c1cnc(-c3ccccc3)nc1C2 | -20.6%
COCCc1noc([C@@H]2CN(C3CCCCC3)C[C@H]2CO)n1 | i
Cc1ccc2nc(C(NC(=O)C3CCN(CC(N)=O)CC3)C(C)C)[nH]c2c1 (stereo unspecified) | -12.4%
Cc1ccc(-c2nccn3cc(C(=O)NCC(C)C)nc23)cc1 | ?
CC(=O)N1CCC(CC(=O)N2CCCCCCN(C)C(=O)[C@@H]3CCC[C@@H]32)CC1 | 8.4%
Cc1cccc(-n2nc(CC(N)=O)nc2-c2ccc(Cn3cccn3)o2)c1C | -9.7%
Cc1nc(C)c(C(=O)NCCc2noc(-c3ccncc3)n2)s1 | ?
Nc1ccsc1C(=O)N[C@@H]1COCC[C@@H]1OCc1cscn1 | -9.9%
O=C(CN1C(=O)NC2(CCOCC2)C1=O)NCCc1ccc(Cl)cc1 | 43.6%[activator]
COC[C@H]1NC(=O)CC[C@H]1C(=O)N1CCCCCC1 | -12.0%
CC(C)c1ccc(C(=O)N(C)CC2CCOC2)cc1 (stereo unspecified) | i[5.79 µM]
O=C(O)[C@H]1C[C@H](C(=O)NCc2ccccn2)CN(C(=O)CC2CCCC2)C1 | -2.4%
CC1=C[C@@H](CN)[C@H](C(C)C)C[C@H]1Cc1nc2ccccc2[nH]1 | i
COC(=O)C(CCSC)Nc1ncnc2onc(-c3ccc(F)cc3)c12 (stereo unspecified) | 17.6%
CN(Cc1ccc(F)cc1)S(C)(=O)=O | 7.5%[44.1 µM]
CCC(C)Oc1ccc(CNC(=O)c2cn(CCN)nn2)cc1 (stereo unspecified) | -18.9%

3 entries from above, as a markdown table.
| Structure | Pf Dd2 growth |
| --- | --- |
| Cc1cccc(-n2nc(CC(N)=O)nc2-c2ccc(Cn3cccn3)o2)c1C | -9.7% |
| Nc1ccsc1C(=O)N[C@@H]1COCC[C@@H]1OCc1cscn1 | -9.9% |
| CC1=C[C@@H](CN)[C@H](C(C)C)C[C@H]1Cc1nc2ccccc2[nH]1 | i |

Later entries:
SMILES | Pf Dd2 growth
COCCCNC(=O)C1c2ccccc2CC(=O)N1Cc1ccccc1 (stereo unspecified) | -5.5%
CN1CCN(C(=O)C[C@@H]2CCNC[C@@H]2Cc2cc(-c3ccc(C(C)(C)C)cc3)on2)CC1 | ?
O=C(Nc1ccc(F)cc1)c1ccc(Cn2ccn3nc4c(c3c2=O)CCCC4)cc1 | ?
Cc1noc(C)c1-c1cc2cc(C(C)C)oc2c(NC2CCOCC2)n1 | 11.2µM*
COc1ccc(NC(=O)[C@@H]2C[C@H](c3ccc(F)cc3)N(Cc3csc(C)n3)C2)cc1OC | ?
COC(=O)[C@H](Cc1ccc(OC)cc1)NC(=O)[C@H]1CN(C(=O)c2cccnc2)CCN1C(=O)NC(C)C | ?
O=C1CCC2(CCCO2)CCN1Cc1ccc(F)cc1 (stereo unspecified) | -20.0%
COc1ccc(CN2C=C(C(=O)OCc3nc(Cc4cccc(C)c4)no3)C(C)=NS2(=O)=O)cc1 | ?
Cn1cc(C(=O)NCC(=O)N2CCCCCNC(=O)CC2c2ccccc2)cn1 (stereo unspecified) | 3.2%
Cc1noc(C)c1[S+](=O)([O-])N1CCC2(CC1)C(=NC1CCCC1)NC(=O)N2c1cc(F)cc(F)c1 | -23.8%
O=C(NCCN1CCCCC1)c1ccc(-c2ccc(N3CCCCC3)nc2)cc1 | -16.7%
Cn1cccc1CN1CC2(C1)C(=O)Nc1ccccc12 | ?
CCOC(=O)N1CCC(NC(=O)c2cnn(-c3ccc(C)cc3C)c2C2CCN(C(=O)OC(C)(C)C)CC2)CC1 | ?
O=C1OC2(CN1CC1CCOCC1)CN(C(=O)c1ccc(Oc3ccccc3)cc1)C2 | -6.2%[44.1 µM]
CCc1nn(CC(=O)Nc2ccc(C)c(F)c2)c(=O)c2cc3cc(C)ccc3n12 | 44.5%[activator]
COc1ccccc1N1CCN(C(=O)CC[C@H]2NC(=O)c3ccccc3NC2=O)CC1 | -9.5%
Cc1cc(C(=O)N2CCC[C@H](n3c(=O)n(CC4CC4)c4cccnc43)C2)n(C)n1 | -19.0%
COc1ccc(Nc2nc3ccccc3nc2NS(=O)(=O)c2ccc(C)cc2)c(OC)c1 | ?
O=C(NCc1ccc(Cl)cc1)c1ccc2c(Cl)c3c(nc2c1)CCCC3 | -16.4%
CC(C)C(=O)N1[C@@H]2CC[C@H]1CC(NC(=O)c1ccncc1)C2 (stereo partly specified) | 3.5%
CCOc1ccc2c(n1)CCN(C(=O)Cc1c[nH]c3ccccc13)C2 | ?
Cc1cn2nc(C(=O)NCc3cccc(C(F)(F)F)c3)cc2c(N2CCSCC2)n1 | i
Cc1ccc(NC(=O)CCCn2c3ccccc3c(=O)c3cc(C)ccc32)c(Br)c1 | ?
Cc1cccc(Nc2c(-c3ccsc3)nc3nc(C)cc(C)n23)c1 | ?
COC(=O)C1=C(C)N=C2SC=C(CC(=O)NCC3CCCO3)N2C1c1ccc(C)cc1C (stereo unspecified) | -16.9%
CC(C)n1cnc(S(=O)(=O)N2CCCC(C(=O)NCc3ccccc3Cl)C2)c1 (stereo unspecified) | 14.6%
CCN1c2cc(C(=O)N3CCSCC3)ccc2C(=O)N2CCCCCC21 (stereo unspecified) | 5.0%
Cn1nnc(-c2cccc(NC(=O)C[C@H]3NC(=O)c4ccccc4NC3=O)c2)n1 | -20.5%
CN1CCCCC(CC(=O)Nc2ccc(OC(F)(F)F)cc2)C1=O (stereo unspecified) | -10.7%
O=C(c1ccc(N2CC3CC(C2)[C@H]2CCCC(=O)N2C3)nc1)N1CCN(C2CCCCC2)CC1 (stereo partly specified) | i
O=C(c1ccc(C(F)(F)F)cc1)N1CCC2(CC1)COc1ccccc1S(=O)(=O)N2 | -10.5%
Cn1cc(-c2ccccc2Oc2ccccc2)c2nc(CN3CCOCC3)cn2c1=O | ?
CC(CCn1cccn1)NC(=O)c1csc2nc(-c3ccc(C(F)(F)F)cc3)cn12 (stereo unspecified) | ?
CN1C(=O)Cc2cc(S(=O)(=O)NCCc3ccccc3)ccc21 | -6.5%
CC(C)CNC(=O)CC1Sc2ncccc2N(CC(C)C)C1=O (stereo unspecified) | i
O=C(c1cccc(F)c1)N1CCC(Oc2ccccc2-c2nc(C3CCOCC3)no2)C1 (stereo unspecified) | -2.0%
CCC1=C(C(=O)OC)C(c2cccc(C)c2)N2C(CC(=O)Nc3ccc(OC)cc3)=CSC2=N1 (stereo unspecified) | 3.16µM*
CC(=O)c1cccc(Nc2c3c(nc4nc(-c5cccs5)nn24)CCCC3)c1 | 11.2µM*
Cc1cccc(Cn2c(-c3cccc(Br)c3)nc3ccccc32)c1 | i
Cc1cccc(N2CCN(C(=O)CCSCc3ccccc3F)CC2)c1C | 20.3%
OCC1CN(Cc2nccs2)CCC12CCN(Cc1cnc[nH]1)CC2 (stereo unspecified) | -3.5%
COc1ccc(C(=O)Nc2nc3n(n2)C(c2ccc(Cl)cc2)C=C(c2ccccc2)N3)cc1OC (stereo unspecified) | 7.94µM*
COc1ccc(-c2nc3nc(C)cc(N4CCN(c5cccc(C(F)(F)F)c5)CC4)n3n2)cc1 | ?
COc1ccc(Cl)cc1-n1nc(C2CC2)nc1C(C)Cn1cncn1 (stereo unspecified) | -14.4%
CCCCNC(=O)Cc1csc2nc(C)c(-c3cc(C)n(-c4cccc(Cl)c4)n3)c(=O)n12 | 7.94µM*
CC(C)CC(=O)NCC(=O)N1CCN(c2ccccn2)CC1 | -4.2%
COc1ccc(NC(=O)[C@@H]2C[C@H](c3ccc(F)cc3)N(Cc3csc(C)n3)C2)c(C)c1 | ?
C=CCNC(=O)C(NC(=O)c1ccc(OC)cc1)C1CCN(C(=O)c2cccc(F)c2)CC1 (stereo unspecified) | i
NC(=O)CSc1nc2cc3c(cc2c(=O)n1CCCCCC(=O)NCc1ccc2c(c1)OCO2)OCO3 | 74.2%[activator]
O=C(C1CC1)N1CCc2cc(Br)cc(S(=O)(=O)N3CCN(c4cccc(Cl)c4)CC3)c21 | -6.8%
CN(CC(=O)N1CCCC(CCc2ccc(F)cc2)C1)C1CCNCC1 (stereo unspecified) | ?
Cc1ccc(C2Cn3nnc(C(=O)N4CCN(C(=O)c5cccc(Cl)c5)CC4)c3CO2)cc1 (stereo unspecified) | -16.6%
Cc1nc2c(c(-c3ccc(O)cc3)n1)CN(Cc1ccnn1C)CC2 | -16.9%
COCCN1CCC2(CCC1=O)CCN(C(=O)c1ccc(Cc3c(C)noc3C)o1)CC2 | i
Cc1nccn1CCC1CCN(C(=O)C2CC(=O)N(C3CC3)C2)CC1 (stereo unspecified) | 7.7%
O=C(CSC1=Nc2ccccc2N=C(c2ccc(F)cc2)C1)NCc1ccccc1Cl | ?
COc1ccc(-n2nc(C(=O)O)c(=O)n(C)c2=O)cc1 | 23.3%
COCc1ccc2c(c1)c(OC(C)(C)C(=O)NC1CCC(O)CC1)nn2CCC(C)C (stereo unspecified) | i
CCc1ccccc1NC(=O)c1ccc2c(c1)nnn2C1CCCC1 | -1.4%
CN1CC(=O)N(C2CCCNCC2)Cc2c(NCCCn3ccnc3)ncnc21 (stereo unspecified) | -1.6%
Next records:
SMILES | Pf Dd2 growth
CC(=O)N1CCc2c(sc(NC(=O)CSc3ccccc3)c2-c2nc3ccccc3s2)C1 | 2µM*
Cc1ccc(CN2C(=O)OC(c3cccc(NC(=O)C(C)C)c3)C2C(=O)NCc2ccco2)cc1 (stereo unspecified) | i
COc1ccc(Cl)cc1NC(=O)N1CCC2(CC1)Oc1ccccc1C(=O)N2Cc1ccc(F)cc1 | 12.6µM*
CCOc1ccc(-n2nc(CO)c(C(=O)NCc3ccc(Cl)cc3)n2)cc1 | -6.3%
CCc1ccc(C(=O)CC2(O)C(=O)N(CCc3ccccc3)c3ccc(Br)cc32)cc1 (stereo unspecified) | ?
OCc1cc(CC2(NCc3ccc(CO)o3)COC2)no1 | 18.6%[44.1 µM]
COCCn1ncc(N2CCCC(CC(=O)N3CC=C(c4ccccc4)CC3)C2)cc1=O (stereo unspecified) | ?
CCOc1ccc(OCC)c(NC(=O)C2CCN(S(=O)(=O)c3ccc(Br)s3)CC2)c1 | 16.4%
CCN(Cc1cccc2cnccc12)CC1CCCN(CCc2cccc(F)c2)C1 (stereo unspecified) | 2.24µM*
CCN(CC)c1cc2c(cc1F)c(=O)c(S(=O)(=O)c1cccc(C)c1)cn2C | 8.8%
CC(C)(C)c1ccc(NC(=O)O[C@@H]2CO[C@H]3[C@@H]2OC[C@@H]3Nc2nccc(-c3cccc(F)c3)n2)cc1 | ?
COCCCNc1ncc(C(=O)O)c(-c2ccccc2)n1 | 37.0%[activator]
COc1ccc(Cl)cc1N(C)C(=O)Cc1noc2ccc(C)cc12 | -11.2%
COc1ccc(CN2CCCOC(CN3CCCCC3)C2)cc1C(=O)O (stereo unspecified) | 4.8%
O=C(NC1CCCCCC1)c1ccc2c(c1)CC(=O)N2Cc1ccc(F)cc1 | ?
COc1ccc(N2CC3(COCC2=O)CN(c2ccc(C(F)(F)F)cn2)C3)cn1 | i
O=C(c1cccs1)N1CCn2c(nnc2[C@@H]2C[C@@H](O)CN2Cc2ccccc2)C1 | 14.6%
CC(C)Oc1ccc(CNC(=O)C(C)n2ccc3cc(S(=O)(=O)N4CCCCCC4)ccc32)cc1 (stereo unspecified) | i
CCOC(=O)Cn1c(=O)n(CC2CCCO2)c2nc(-c3ccc(C)cc3)nc(C(N)=O)c21 (stereo unspecified) | i
CCCCNS(=O)(=O)c1ccc2nc(-c3cccnc3)cc(C(=O)NCCOC)c2c1 | -2.3%

Part of the list above, field by field.
COc1ccc(Nc2nc3ccccc3nc2NS(=O)(=O)c2ccc(C)cc2)c(OC)c1
  Pf Dd2 growth: ?

O=C(NCc1ccc(Cl)cc1)c1ccc2c(Cl)c3c(nc2c1)CCCC3
  Pf Dd2 growth: -16.4%

CC(C)C(=O)N1[C@@H]2CC[C@H]1CC(NC(=O)c1ccncc1)C2 (stereo partly specified)
  Pf Dd2 growth: 3.5%

CCOc1ccc2c(n1)CCN(C(=O)Cc1c[nH]c3ccccc13)C2
  Pf Dd2 growth: ?

Additional results follow:
SMILES | Pf Dd2 growth
Cc1cccc(Cn2c(CN3CCCC(C)C3)nc3c2c(=O)n(C)c(=O)n3C)c1 (stereo unspecified) | ?
CC(C)NC(=O)C[C@@H]1C[C@H]2O[C@H](CNC(=O)NC3CCC3)[C@@H](O)[C@H]2O1 | -25.0%[44.1 µM]
COc1ccc(S(=O)(=O)NCCCO)cc1-c1nnc2c3ccccc3c(C)nn12 | -10.4%
O=C(c1ccoc1)N1CCN(C(=O)c2nnn3c2COC(c2ccccc2)C3)CC1 (stereo unspecified) | i
COc1ccc(C(=O)N2CCOC[C@H](Oc3ccc(C(F)(F)F)cn3)C2)cc1 | 5.4%[44.1 µM]

High-throughput results as filed in PubChem BioAssay.
